Shiga inhibitor: A qHTS for Small Molecule Inhibitors of Shiga Toxin; AID 2315, 2010; actives 9.2% (n = 290,000); Vero cells, Shiga toxin protein synthesis inhibition reporter; inhibition, % at 38.7 µM; in the data active = inhibition mostly above about 28%, no sharp cut-off; inactive = mostly below about 43%; also: 0% is about no effect
Pf growth 48h: Primary qHTS for delayed death inhibitors of the malarial parasite plastid, 48 hour incubation; P. falciparum luciferase growth in erythrocytes, 48 h; Potency, µM (doses to about 28.7 µM), without a hit: top-dose activity change, negative = inhibition, most hits filed as inhibitors; actives 5.9% (n = 310,000); AID 504832, 2011; also: potency is read from the fitted curve at half-maximal effect; % is scaled to controls: 0 for no effect and ±100 for the full control effect
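A one-generation exposure of luciferase-tagged malaria parasites in RPMI 1640/Albumax erythrocyte culture, 37 C and 5% CO2. Inhibition is inferred from decreased luminescence after adding detection reagent.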
Giardia FBPA inh: qHTS Assay for Inhibitors of Fructose-1,6-bisphosphate Aldolase from Giardia Lamblia | A8B2U2 | AID 2451, 2010 | actives 0.71% (n = 290,000) | purified Giardia FBPA | Potency, µM (series often up to 59.6 µM), without a hit: at the top dose activity, negative = inhibition, most hits filed as inhibitors; also: potency is read from the fitted curve at half-maximal effect; % is scaled to controls: 0 for no effect and ±100 for the full control effect; nearly all actives have a fitted effect of over 55% in size
Target sequence (A8B2U2 whole entry, looked up): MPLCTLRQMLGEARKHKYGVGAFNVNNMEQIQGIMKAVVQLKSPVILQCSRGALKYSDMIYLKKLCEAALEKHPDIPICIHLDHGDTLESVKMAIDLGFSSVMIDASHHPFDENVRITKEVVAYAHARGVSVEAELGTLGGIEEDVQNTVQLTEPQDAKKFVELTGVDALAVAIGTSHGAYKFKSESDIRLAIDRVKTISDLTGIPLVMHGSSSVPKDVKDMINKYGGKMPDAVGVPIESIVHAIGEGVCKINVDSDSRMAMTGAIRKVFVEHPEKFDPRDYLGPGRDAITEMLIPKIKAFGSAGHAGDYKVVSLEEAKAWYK
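40 nM FBPA preincubated 10 min at RT with compound (up to 57.5 uM final), then substrate plus GAPDH/TPI/NAD/arsenate coupling and diaphorase/resazurin added. Fluorescence read after 20 min at RT, 525/598 nm.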
Sm TGR inh: qHTS Assay for the Inhibitors of Schistosoma Mansoni Peroxiredoxins; AID 485364, 2010; Potency, µM (doses to about 114 µM), for the others: top-dose activity change, negative = inhibition, most hits filed as inhibitors; purified TGR, DTNB reduction, TNB absorbance 405 nm; actives 3% (n = 360,000); also: potency is read from the fitted curve at half-maximal effect; % is scaled to controls: 0 for no effect and ±100 for the full control effect; nearly all actives have a fitted effect of over 60% in size
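TGR 20 nM + NADPH 100 uM (dispensed conc.), cpd preinc 15 min RT; start with NADPH (500 uM addition) then DTNB (15 mM addition). Kinetic TNB absorbance, 405 nm filter. Four-parameter Hill fit across titration.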
Pf growth 96h: Primary qHTS for delayed death inhibitors of the malarial parasite plastid, 96 hour incubation | actives 6.9% (n = 320,000) | Potency, µM (titrated, usually from 28.7 µM), inactives show at the top dose activity change, negative = inhibition, most hits filed as inhibitors | P. falciparum luciferase reporter growth, 96 h; also: potency is read from the fitted curve at half-maximal effect; % is scaled to controls: 0 for no effect and ±100 for the full control effect
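P. falciparum expressing integrated firefly luciferase grown in erythrocytes (2% hematocrit, 0.05% parasitemia final) with compounds for 96 hours at 37 C, 5% CO2. Growth inhibition read as loss of luminescence after adding luciferase detection reagent.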
Cycloheximide cs: Cycloheximide Counterscreen for Small Molecule Inhibitors of Shiga Toxin; cell reporter, cycloheximide protein synthesis inhibition counterscreen; max response, %; actives 12% (n = 300,000); in the data active = max response mostly above about 13%, no sharp cut-off; inactive = mostly below about 14%; also: read at 38.3 µM for the half of the compounds with a filed dose; 0% is about no effect
The depositor's hits bear a star; ? = inconclusive; . = no result given; & = joins results of further samples; [ ] = another dose, or the depositor's remark. Unless noted, calls follow the shape of the dose curve; as a rule, active = well fitted curve in the direction sought with a large enough effect; inconclusive = small, poorly fitted or top-dose-only effect, or another doubt; inactive = no such curve, though single readings can be large; an effect the other way counts as inactive or inconclusive.

The first nine entries (preview)
Values run as follows: Shiga inhibitor | Pf growth 48h | Giardia FBPA inh | Sm TGR inh | Pf growth 96h | Cycloheximide cs
> COc1ccc(N=C2C(=O)N3c4c(cccc42)C(C)=CC3(C)C)cc1
→ -5.2 | ? | -25.6% | -6.6% | 11.7µM* | -3.3
> OCCC1CN(CCCc2ccccc2)CCN1Cc1ccccc1 (configuration not stated)
→ 5.8 | -8.6% | 1.1% | -4.0% | 1.7% | -1.9
> O=C(Nc1nc2ccc(S(=O)(=O)N3CCCC3)cc2s1)C1CCCCC1
→ 0.5 | ? | -0.3% | -6.2% | 0.9% | -3.8
> COCCN1C(=O)N[C@@H](c2cccs2)C(C(=O)OC)=C1C
→ -16.4 | 15.9% | 3.9%&0.7% | -15.6% | -9.1% | -4.4
> Cc1cc2ncn(-c3ncnc4sc5c(c34)CCC(C)C5)c2cc1C (configuration not stated)
→ -7.7 | 25.2% | 10.0% | -18.9% | 15.6% | 1.0
> O=C(COC(=O)C1(c2ccccc2F)CCCC1)NCc1ccc2c(c1)OCO2
→ -4.6 | -17.4% | -5.5% | 6.0% | -13.4% | -1.7
> CC(C)(C)C(=O)NC(=S)Nc1ccccc1C(=O)Nc1ccccc1
→ -8.8 | 1.1% | . | 9.3% | 12.6% | -1.3
> Cc1nn(-c2ccccn2)c2c1C(c1c(F)cccc1Cl)C1=C(N2)c2ccccc2C1=O (configuration not stated)
→ -5.3 | 10.4µM* | -6.4% | -6.6% | 9.28µM* | -0.7
> CCc1c(C)nc2ncnn2c1NCCc1ccccc1
→ -19.8 | -16.9% | -3.3% | 11.7% | ? | 10.7

The list itself, previewed entries included:
Values run as follows: Shiga inhibitor | Pf growth 48h | Giardia FBPA inh | Sm TGR inh | Pf growth 96h | Cycloheximide cs
> COc1ccc(N=C2C(=O)N3c4c(cccc42)C(C)=CC3(C)C)cc1
→ -5.2 | ? | -25.6% | -6.6% | 11.7µM* | -3.3
> OCCC1CN(CCCc2ccccc2)CCN1Cc1ccccc1 (configuration not stated)
→ 5.8 | -8.6% | 1.1% | -4.0% | 1.7% | -1.9
> O=C(Nc1nc2ccc(S(=O)(=O)N3CCCC3)cc2s1)C1CCCCC1
→ 0.5 | ? | -0.3% | -6.2% | 0.9% | -3.8
> COCCN1C(=O)N[C@@H](c2cccs2)C(C(=O)OC)=C1C
→ -16.4 | 15.9% | 3.9%&0.7% | -15.6% | -9.1% | -4.4
> Cc1cc2ncn(-c3ncnc4sc5c(c34)CCC(C)C5)c2cc1C (configuration not stated)
→ -7.7 | 25.2% | 10.0% | -18.9% | 15.6% | 1.0
> O=C(COC(=O)C1(c2ccccc2F)CCCC1)NCc1ccc2c(c1)OCO2
→ -4.6 | -17.4% | -5.5% | 6.0% | -13.4% | -1.7
> CC(C)(C)C(=O)NC(=S)Nc1ccccc1C(=O)Nc1ccccc1
→ -8.8 | 1.1% | . | 9.3% | 12.6% | -1.3
> Cc1nn(-c2ccccn2)c2c1C(c1c(F)cccc1Cl)C1=C(N2)c2ccccc2C1=O (configuration not stated)
→ -5.3 | 10.4µM* | -6.4% | -6.6% | 9.28µM* | -0.7
> CCc1c(C)nc2ncnn2c1NCCc1ccccc1
→ -19.8 | -16.9% | -3.3% | 11.7% | ? | 10.7
> COC(=O)[C@H](Cc1ccccc1)N(C)S(=O)(=O)c1cccc(S(=O)(=O)N(C)[C@@H](Cc2ccccc2)C(=O)OC)c1
→ -8.5 | 0.0% | -0.6% | 12.0% | 10.4µM* | 0.3
> Cc1ccc(NC(=O)c2csc(-c3ccccc3)c2C)cc1
→ 199.0* | 193.8%[activator] | 1.5% | -3.4% | . | 53.9*
> Cc1cccc(CNc2ncnc3ccc(-c4ccc5c(c4)OCO5)cc23)c1
→ . | 5.86µM* | -23.7% | 0.3% | 3.29µM* | .
> CCOC(=O)C1CCCN(C2=NC(=O)/C(=C/c3ccc(OC)cc3)S2)C1 (configuration not stated)
→ -8.6 | 10.4µM* | 0.9% | -21.2% | ? | -0.9
> C[C@@H]1CCC[C@@]2(O[C@H](CCO)C[C@@H](O)[C@@H]2O)O1
→ -17.2 | 10.8% | 0.5% | -12.9% | 54.5%[activator] | -2.6
> COc1ccc(NC(=S)N2CCC(N(C)CCN3CCOCC3)CC2)cc1Cl
→ -7.8 | -13.6% | 0.7% | -0.6% | -23.2% | 0.4
> Cn1nnnc1SCC(=O)N1c2ccccc2CCc2ccccc21
→ 5.2 | -18.8% | 7.8% | 1.5% | 50.5%[activator] | -3.8
> CC(=O)Nc1nc(S(=O)(=O)c2ccc(C)cc2)c(Cl)s1
→ -12.9 | . | 11.6% | -20.9% | 3.9% | -3.5
> CC(=O)NNC(=O)CC(=O)Nc1nc(C23CC4CC(CC(C4)C2)C3)cs1
→ -3.4 | -23.8% | -8.3% | 4.3% | -9.1% | -2.9
> O=C(CSCc1n[nH]c(=O)[nH]1)NCCOc1cccc(Oc2ccccc2)c1
→ -3.8 | -13.0% | -5.3% | 0.2% | ? | -3.3
> CCOC(=O)C[n+]1c(C)sc2ccc(OC)cc21
→ -14.5 | ? | -3.1% | 0.0% | ? | 8.2
> Cc1ccc(Cn2c(N3CCN(C)CC3)nc3c2c(=O)[nH]c(=O)n3C)cc1
→ -12.1 | -15.1% | -4.2% | 3.3% | 12.4% | -2.0
> O=C(Nc1cccc(F)c1)NC1CCCCCCC1
→ 158.6* | 3.5% | . | 11.2% | -19.5% | 52.8*
> CCN1CC(CN(C)Cc2nc(-c3ccc(C(F)(F)F)cc3)oc2C)CC1=O (configuration not stated)
→ -3.1 | ? | -9.8% | -4.1% | ? | -3.9
> COc1ccc(N2CCN(CCCNC(=O)Cn3c(=O)c4cccn4c4ccccc43)CC2)cc1
→ 2.4 | -19.8% | -3.9% | -16.3% | ? | -1.1
> Cc1ccccc1-c1nc(CN2CCC(C(=O)NC3CC3)CC2)c(C)o1
→ -7.6 | ? | -9.1% | -3.5% | 18.3% | 0.4
> CCN(CC)S(=O)(=O)c1ccc(Cl)c(NC(=O)COC(=O)C2CCCCC2)c1
→ . | ? | . | -2.2% | ? | .
> c1ccc2c(C3CCO3)cccc2c1 (configuration not stated)
→ . | 42.3%[activator] | . | ? | 55.2%[activator] | .
> Cc1cc(C)n(CC(C)NC(=O)c2cc(COc3c(F)cccc3F)on2)n1 (configuration not stated)
→ -10.9 | -9.8% | 0.4% | -7.8% | . | 4.7
> O=C(Nc1cccc(S(=O)(=O)N2CCOCC2)c1)C1CCCC1
→ . | ? | . | -7.3% | -1.5% | .
> Cn1nc([N+](=O)[O-])nc1Oc1ccc2ccccc2c1
→ -2.5 | . | 2.1% | -2.2% | 10.7% | -3.5
> COC(=O)C1=C(C)N(CCc2ccc(OC)c(OC)c2)C(=O)/C1=C\c1ccc(O)cc1
→ -7.2 | 11.7µM* | ? | 28.2µM* | -2.5% | -2.8
> CCOC(=O)N1CCN(C(=O)c2ccc(N3C(=O)c4ccccc4C3=O)cc2)CC1
→ -13.0 | 8.1% | 1.4% | 5.9% | -2.5% | -8.8
> COc1ccc(CNC(=O)c2cc3ccccc3oc2=O)cc1
→ 2.6 | 29.6% | 6.1% | 12.5% | 151.5%[activator] | -2.3
> CCCCCOC(=O)C1=C(C)NC(=O)NC1c1ccccc1 (configuration not stated)
→ -3.5 | 2.8% | -2.1% | 2.0% | 0.0% | -3.7
> Cc1c(OC(C)C(=O)NCCN2CCOCC2)ccc2c(-c3ccccc3)cc(=O)oc12 (configuration not stated)
→ -5.4 | -19.5% | -7.2% | -17.8% | ? | -3.1
> CN(Cc1ccccc1)S(=O)(=O)c1cccc2cccnc12
→ 7.9 | . | ? | 23.2% | -28.1% | 11.9
> O=C(O)CSCC(=O)Nc1ccc(S(=O)(=O)N2CCCCC2)cc1
→ -3.0 | 9.1% | 9.9% | 8.1% | -11.8% | -2.0
> Cc1ccc(/C=C2/N=C(c3ccccc3)NNC2=O)cc1
→ 3.0 | -28.2% | 8.1% | 1.1% | ? | -1.4
> COC(=O)C1=C(C)N(C)C(=O)NC1c1ccc([N+](=O)[O-])o1 (configuration not stated)
→ -12.2 | 2.2% | -3.5% | ? | -5.6% | -2.8
> COc1ccc(CNC(=O)CSCc2c(F)cccc2Cl)cc1
→ 30.0 | 10.1% | -8.9% | 38.2%[activator] | -17.7% | 6.6
> CNc1nc(NCc2ccccc2)c2ccccc2n1
→ -8.0 | 1.17µM* | ? | 6.9% | ? | 1.7
> Cc1cccc(NS(=O)(=O)c2ccc(Oc3ccccc3)cc2)n1
→ -12.1 | ? | 3.3% | -15.9% | . | -1.8
> COC(=O)c1ccccc1S(=O)(=O)N1CCC(C(=O)NC2=NCCS2)CC1
→ . | -14.8% | . | -5.2% | -8.1% | .
> CC1CCN(CC(=O)N2CCN(c3ccccc3)CC2)CC1
→ -7.4 | -2.5% | 4.3% | -1.2% | -8.1% | -1.4
> CCOc1ccc(-c2cn[nH]c2N)cc1
→ -2.3 | . | 0.7% | -30.4% | 41.9%[activator] | 2.5
> Cc1cccc(OCC(=O)N=Nc2c(O)[nH]c3ccc([N+](=O)[O-])cc23)c1
→ 11.5 | ? | -22.8% | 55.5%[activator] | -13.2% | 5.0
> Oc1ccccc1-n1c(-c2ccccc2)ccc1-c1ccccc1
→ -3.5 | 9.28µM* | -16.0% | -2.3% | 5.86µM* | -4.2
> Cc1cccnc1NC(=O)Cn1c(=O)oc2ccccc21
→ 30.2 | -5.9% | . | -0.7% | ? | -0.5
> CCC(Oc1ccccc1)C(=O)Nc1cc(C)on1 (configuration not stated)
→ 37.7* | 24.1% | 3.8% | 4.9% | ? | 15.2*
> CCOc1ccc(CNC2CCCCCCC2)cc1OC
→ -14.7 | -10.8% | ? | -5.6% | ? | -3.1
> COCCNc1nc(C(C)(C)C)nc2c1nnn2Cc1ccccc1Cl
→ 8.2 | 8.28µM* | -0.3% | -1.5% | 41.8%[activator] | -0.5
> COC(=O)c1ccc(CSc2ccc3nnc(-c4cccc(F)c4)n3n2)o1
→ -7.7 | 11.7µM* | -19.9% | 25.1µM* | ? | 0.2
> CCN(C(=O)CSc1ncn[nH]1)c1c(N)n(Cc2ccccc2)c(=O)[nH]c1=O
→ . | 31.0%[activator] | . | -2.4% | -3.7% | .
> COc1ccccc1NC(=S)N(Cc1ccc(C)cc1)Cc1ccccn1
→ 50.5 | 0.0% | 17.7µM* | 5.3% | ? | -6.3
> COc1cc(C2NC(=O)NC(C)=C2C(C)=O)ccc1O (configuration not stated)
→ -12.1 | 2.3% | 0.3% | 4.9% | 2.4% | -0.9
> O=C(Nc1ccc(-n2cc(Br)cn2)cc1)c1ccncc1
→ 10.5 | 25.2% | 8.2% | -19.8% | 33.2%[activator] | 0.5
> CC(C)C(O)(CC#CCN1CCCC1)c1ccccc1 (configuration not stated)
→ -15.4 | -12.8% | -13.4% | -25.6% | 10.9% | -7.9
> O=C1CCC(Cc2ccccc2)N1 (configuration not stated)
→ -2.0 | 5.8% | 6.3% | -11.6% | . | -2.8
> CN(CC(=O)Nc1cccc2ccccc12)C(=O)/C=C/c1cccs1
→ -2.5 | 16.0% | 3.3% | -17.0% | 42.8%[activator] | 1.2
> COc1ccc(N(CC(=O)NCc2ccc(Cl)cc2)S(=O)(=O)c2c(C)n[nH]c2C)cc1
→ 24.2 | 11.8% | 11.9% | -6.8% | ? | -3.2
> CCN(CC)c1ccc(NC(=O)C2CCCC2)cc1
→ . | ? | 6.3% | 2.8% | ? | 21.9
> COc1ccc(C=Nc2cccc3ncccc23)cc1
→ -17.4 | 7.3% | ? | -20.6% | ? | 5.6

High-throughput results (PubChem)

Random draw from the library; 24% or so of the library scored in one or more.
